AT treatment: qHTS Assay for Identifying a Potential Treatment of Ataxia-Telangiectasia. […] A-T fibroblasts, KAP-1 phosphorylation AlphaLISA; neocarzinostatin DNA damage 30 min before lysis. AID 485349, 2010. 320,000 compounds, 0.19% hits. Potency, µM (top dose mostly 57.5 µM), for inactives: top-dose activation, usual class: activators; also: potency is read from the fitted curve at half-maximal effect; % of control where 0% means no effect; nearly all actives have a fitted effect of over 45% in size
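ATM-like activity read as KAP-1 phosphorylation via AlphaLISA donor/acceptor antibody pairs after lysis and 6 hr at 25C. Cells were ATM-null patient fibroblasts ([…], hTERT), dosed 60 min, then exposed to the DSB inducer NCS for 30 min.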
ELG1 DNA repair: qHTS screen for small molecules that inhibit ELG1-dependent DNA repair in human embryonic kidney (HEK293T) cells expressing luciferase-tagged ELG1; Potency, µM (titrated, usually from 46.1 µM), without a hit: at the highest dose activity change, negative = inhibition, usual class: inhibitors; AID 504467, 2011; 330,000 compounds, 2.3% hits; HEK293T ELG1-luciferase reporter, luminescence, 16 h; DNA damage induced by 5-fluorouridine; also: potency is read from the fitted curve at half-maximal effect; % is scaled to controls: 0 for no effect and ±100 for the full control effect; nearly all actives have a fitted effect of over 55% in size
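Overnight (16 hr) co-exposure of 2,000 cells/well to 5-fluorouridine and compound at 37 °C preceded detection. Luciferase was quantified via ONE-Glo luminescence; loss of signal denotes inhibition.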
TCR act: Activators of T cell receptors: qHTS campaign. primary human leukocytes, anti-CD3, IL-2 HTRF, 48 h. Potency, µM (top dose mostly 9.22 µM), for the others: top-dose activation of IL-2 secretion, usual class: activators. 330,000 tested, under 10 active; also: % of control where 0% means no effect
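Using a-CD3 beads without co-stimulation, primary human leukocytes were exposed to compounds for 48 hr. An HTRF IL-2 kit measured the cytokine, with europium-to-d2 energy transfer producing emission at 665nm upon 320nm excitation.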
Eya2 phos inh: qHTS Assay for Inhibitors of the Phosphatase Activity of Eya2; AID 488837, 2010; 330,000 compounds, 0.006% hits; Protein phosphatase EYA2 (Homo sapiens), O00167; recombinant Eya2, OMFP fluorescence dephosphorylation (OMFP is methylfluorescein phosphate); Potency, µM (series often up to 76.9 µM), for inactives: top-dose activity, negative = inhibition, usual class: inhibitors; also: potency is read from the fitted curve at half-maximal effect; % is scaled to controls: 0 for no effect and ±100 for the full control effect
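Eya2 (0.2 uM) preincubated 10 min at ambient with compound, then OMFP substrate added at 50 uM; 10 min reaction in 50 mM HEPES pH 7.5, 50 mM NaCl, 5 uM MgCl2, 0.05% BSA, 1 mM DTT. Fluorescence read at Ex 485/Em 525 nm.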
a7 integrin act: qHTS for Activators of Integrin-Mediated Alleviation for Muscular Dystrophy | alpha7betagal myoblasts, beta-gal FDG fluorescence, 48 h | Potency, µM (titrated, usually from 38.3 µM), without a hit: at the highest dose activation, usual class: activators | 350,000 compounds, 0.064% hits;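 also: potency is read from the fitted curve at half-maximal effect; 100% = response of the positive control SU9516; nearly all actives have a fitted effect of over 60% in size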
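alpha7betagal+/- myoblasts (passage 13, 250/well) treated 48 h at 37C with compounds at 1:260 dilution of DMSO stock. Lysed, then beta-galactosidase activity read as FDG fluorescence (ex 480/em 540) after 30 min, with pre-read for autofluorescence.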
Mito fusion yeast: qHTS Assay for Small Molecule Inhibitors of Mitochondrial Division or Activators of Mitochondrial Fusion; S. cerevisiae fusion-defective mutant growth rescue, CellTiterGlo 48 h; Potency, µM (highest dose often 46.1 µM), for the others: at the highest dose growth rescue (activation), most hits filed as activators; 320,000 compounds, 0.23% hits; AID 485298, 2010;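 also: potency is read from the fitted curve at half-maximal effect; % of control where 0% means no effect; nearly all actives have a fitted effect of over 45% in size; temperature-sensitive fusion mutants such as fzo1-1 at 37 °C on non-fermentable ethanol glycerol medium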
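Temperature-sensitive fusion-defective S. cerevisiae (e.g. fzo1-1, mgm1-5) were grown with compound in YPEG medium (3% ethanol, 3% glycerol) for 48 hours at 37C. Growth rescue was measured as viability by CellTiterGlo luminescence after 10 minutes at ambient.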
Tb PFK inh: qHTS Assay to Find Inhibitors of T. brucei phosphofructokinase. AID 485367, 2010. 330,000 compounds, 0.17% hits. ATP-dependent 6-phosphofructokinase (Trypanosoma brucei brucei), O15648. T. brucei PFK, ADP-Glo luminescence. Potency, µM (titrated, usually from 57.5 µM), inactives show at the top dose activity, negative = inhibition, hits mostly inhibitors;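 also: potency is read from the fitted curve at half-maximal effect; 0% = uninhibited 1x PFK enzyme wells and -100% = no-enzyme wells; nearly all actives have a fitted effect of over 60% in size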
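Luminescent ADP detection (ADP-Glo, two-step: ATP depletion then ADP-to-ATP conversion for luciferase) reported PFK activity after 45 min room-temperature reaction of 1.25 nM enzyme with 0.5 mM F6P and 0.1 mM ATP at pH 8.0.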
TSHR antag: Antagonists of the Thyroid Stimulating Hormone Receptor: HTS campaign. 330,000 compounds, 0.2% hits. activity change, negative = inhibition, % at 11.5 µM. AID 504810, 2011. Thyrotropin receptor (Homo sapiens), P16473. TSHR-expressing cells, TSH-stimulated cAMP HTRF, 2 h; stronger effect = lower value;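 active = activity change below a set negative limit, meaning inhibition stronger than a set level, cut at about -70% in these data; inconclusive = activity change between two set negative limits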; also: % is scaled to controls: 0 for no effect and ±100 for the full control effect
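Antagonism was scored as loss of TSH-driven cAMP in TSHR cells, stimulated with 4nM TSH (EC80) for 2 hours at 37 deg C and detected by homogeneous HTRF competition immunoassay.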
Chronic BCR inh: qHTS Assay to Find Inhibitors of Chronic Active B-Cell Receptor Signaling. ABC-DLBCL IkBa-CBG/CBR reporter, luminescence ratio, 4 h. Potency, µM (top dose mostly 46.1 µM), inactives show at the top dose ratio change, negative = lower green/red ratio, usual class: inhibitors. AID 493014, 2011. 340,000 compounds, 0.05% hits; active = well fitted inhibition curve with a large enough effect in the signal ratio, with a control signal flat, not every such curve was filed as active; inconclusive = small, poorly fitted or top-dose-only effect, or effect the other way, or a change in a side signal; the % refers to the signal ratio;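 also: potency is read from the fitted curve at half-maximal effect; plate controls were basal doxycycline-induced cells for no effect and cells given 10 µM MG132 for full effect; MG132 reads +100%, hits lower the ratio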
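Compounds up to 46 uM were incubated four hours with TMD8 cells whose green CBG68 luciferase is fused to IkappaBalpha; red CBR luminescence normalised the signal, and concentration-effect curves were fitted to fusion, red and ratio data.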
S-ASM inh: Inhibitors of Secretory Acid Sphingomyelinase (S-ASM): qHTS | placental ASM, HMU-PC fluorogenic substrate, 60 min | Sphingomyelin phosphodiesterase (Homo sapiens), P17405 | Potency, µM (doses to about 57.5 µM), without a hit: at the highest dose activity change, negative = inhibition, most hits filed as inhibitors | 340,000 compounds, 0.006% hits; also: potency is read from the fitted curve at half-maximal effect
Target sequence (P17405 47-631 limits assumed): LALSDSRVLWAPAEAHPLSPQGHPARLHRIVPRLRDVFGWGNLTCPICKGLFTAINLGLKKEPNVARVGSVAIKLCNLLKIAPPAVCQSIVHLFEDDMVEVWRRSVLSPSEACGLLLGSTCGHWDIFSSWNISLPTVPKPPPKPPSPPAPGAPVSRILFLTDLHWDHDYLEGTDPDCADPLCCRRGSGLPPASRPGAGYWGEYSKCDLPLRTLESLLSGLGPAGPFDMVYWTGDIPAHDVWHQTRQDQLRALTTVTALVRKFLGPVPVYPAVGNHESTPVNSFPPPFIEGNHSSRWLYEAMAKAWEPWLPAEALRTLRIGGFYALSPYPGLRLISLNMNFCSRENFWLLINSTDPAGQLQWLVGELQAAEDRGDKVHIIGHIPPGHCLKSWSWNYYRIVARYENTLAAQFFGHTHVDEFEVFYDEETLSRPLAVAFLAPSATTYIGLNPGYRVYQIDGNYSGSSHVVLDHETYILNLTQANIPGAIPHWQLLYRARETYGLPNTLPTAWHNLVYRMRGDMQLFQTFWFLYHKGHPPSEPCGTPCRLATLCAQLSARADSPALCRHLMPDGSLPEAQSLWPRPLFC
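Human placenta-derived ASM enzyme was preincubated with compound for 10 minutes at room temperature, then given fluorogenic substrate HMU-PC0 (9 uM final) for 60 minutes at 37 °C; a pH 10 stop preceded fluorescence reading at Ex 386/Em 447 nm.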
TSG101-PTAP inh: qHTS Assay for Iinhibitors of HIV-1 Budding by Blocking the Interaction of PTAP/TSG101. Potency, µM (titrated, usually from 115 µM), for the others: top-dose activity change, negative = inhibition, actives largely listed as inhibitors. AID 493005, 2010. Fluorescence polarization, FITC-PTAP peptide / Tsg101 binding. Tumor susceptibility gene 101 protein (Homo sapiens), Q99816. 340,000 tested, under 10 active; active = well fitted inhibition curve with a large enough effect in the main read-out, with a control signal flat, not every such curve was filed as active; inconclusive = small, poorly fitted or top-dose-only effect, or effect the other way, or a change in a side signal; inactive = no such curve, though single readings can be large or run the other way; also: potency is read from the fitted curve at half-maximal effect; % of control where 0% means no effect
Target sequence (Q99816 whole entry, looked up): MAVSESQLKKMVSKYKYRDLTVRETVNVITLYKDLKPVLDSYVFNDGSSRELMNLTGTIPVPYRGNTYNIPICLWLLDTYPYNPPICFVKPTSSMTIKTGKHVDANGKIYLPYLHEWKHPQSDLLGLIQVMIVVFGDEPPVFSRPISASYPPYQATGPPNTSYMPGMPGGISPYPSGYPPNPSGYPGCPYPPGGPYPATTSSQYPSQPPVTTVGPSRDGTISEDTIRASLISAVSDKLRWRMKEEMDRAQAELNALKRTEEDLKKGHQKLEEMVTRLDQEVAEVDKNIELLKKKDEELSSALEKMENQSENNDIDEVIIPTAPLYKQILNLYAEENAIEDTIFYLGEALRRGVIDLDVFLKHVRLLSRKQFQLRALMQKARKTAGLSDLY
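FP read-out: FITC-PTAP peptide, 50 nM final, binding Tsg101 binding domain, 10 uM final; 20 min, r.t.; 10 mM HEPES pH 7.5, 0.15 M NaCl, 0.01% Tween 20, 3 mM EDTA, 0.1 mM TCEP.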
* hit, by the source's call; u = inconclusive; x = not tested or not shown; [ ] = another dose, or the depositor's remark. Unless noted, calls follow the shape of the dose curve; as a rule, active = well fitted curve in the direction sought with a large enough effect; inconclusive = small, poorly fitted or top-dose-only effect, or another doubt; inactive = no such curve, though single readings can be large; an effect the other way counts as inactive or inconclusive.

SMILES	AT treatment	ELG1 DNA repair	TCR act	Eya2 phos inh	a7 integrin act	Mito fusion yeast	Tb PFK inh	TSHR antag	Chronic BCR inh	S-ASM inh	TSG101-PTAP inh
O=C(N/C(=C\c1cn(-c2ccccc2)nc1-c1ccccc1)C(=O)N1CCOCC1)c1ccccc1	4%	7%	0%[46.1 µM]	-4%	x	-2%	-7%	5	10%	x	x
O=c1[nH]c(CN2CCC(c3nc4ccccc4s3)CC2)nc2sc3c(c12)CCC3	2%	-7%	x	1%	x	1%	2%	-11	u	x	x
COc1ccc(S(=O)(=O)NC(C)C(=O)NCCN2CCOCC2)cc1Cl (stereo not drawn)	10%	4%	1%	-8%	23%	0%	0%	-1	u	6%	0%
CC(C)(C)c1ccc(OCCC(=O)Nc2ccc(N3CCOCC3)cc2N2CCOCC2)cc1	11%	21µM*	0%	-15%	-43%	18%	-3%	-13	u	-9%	1%
Cc1c(C(=O)OCc2nc3ccsc3c(=O)[nH]2)oc2ccccc12	10%	0%	2%	2%	8%	-9%	0%	-19	1%	-2%	-3%
COc1ccc(S(=O)(=O)N2CCC(C(=O)Nc3nnc(C)s3)CC2)cc1OC	0%	-16%	-2%	-19%	-15%	0%	-8%	9	0%	4%	-1%
CCOc1cc(N2CCOCC2)c(OCC)cc1NC(=O)C(C)C	-14%	0%	3%	0%	36%	-2%	4%	28	-1%	8%	2%
O=C(NCC(=O)N(c1ccc(F)cc1)C(C(=O)NC1CCCC1)c1ccncc1)c1ccco1 (stereo not drawn)	-5%	-4%	1%	5%	-6%	3%	-1%	7	7%	0%	-1%
CCOC(=O)C1=C(C)N(c2ccc(OCC)cc2)C(=O)/C1=C\c1ccco1	-2%	u	-2%	5%	-29%	-3%[9.22 µM]	2%	7	0%	-17%	1%
CC(C)(C)C(=O)Nc1ccc(C(=O)N/N=C/C2CC3C=CC2C3)cc1 (stereo not drawn)	-4%	14%	4%[46.1 µM]	-12%	34%	11%	5%	24	-1%	7%	-1%
Cn1c(N)c(C(=O)c2ccccc2)c(=O)n(C)c1=O	2%	-11%	4%	-13%	3%	-1%	1%	-5	7%	-1%	-1%
COC(=O)N/N=C/c1cc([N+](=O)[O-])cc(Br)c1O	3%	-4%	0%[46.1 µM]	-6%	15%	5%	1%	9	4%	-9%	-2%
C=CCc1ccc(OCCCOc2ccc(C)cc2OC)c(OC)c1	x	-2%	3%	-5%	-14%	1%	3%	8	11%	-5%	-5%
CC(Sc1nnnn1-c1ccccc1)C(=O)Nc1ccccc1-c1ccccc1 (stereo not drawn)	6%	u	-4%[46.1 µM]	-1%	0%	u	-1%	-22	-5%	2%	0%
CCCCOc1ccc(C(=O)Nc2ccc(S(=O)(=O)Nc3onc(C)c3C)cc2)cc1	5%	4%	x	10%	x	0%	1%	-36	u	x	x
CCCC(=O)Nc1nnc(S(=O)(=O)N(CC)c2ccc(OC)cc2)s1	3%	0%	-2%	10%	-12%	-1%	4%	-8	6%	0%	1%
Cc1ccc(S(=O)(=O)N(C)CC(=O)Nc2cccnc2)cc1	0%	-4%	-6%	10%	21%	-4%	-2%	-2	9%	2%	-3%
C(=N\Nc1nc(N2CCOCC2)nc(N2CCOCC2)n1)/c1ccncc1	0%	-8%	-6%[46.1 µM]	0%	-4%	-4%	-2%	11	-5%	2%	0%
CCn1c(=NC(=O)CSC(C)=O)sc2cc(F)ccc21	x	x	4%	x	-10%	1%	x	x	x	-2%	-10%
COc1ccc(OCCn2cnc3ccccc32)cc1	19%	-6%	-3%	8%	-18%	-2%	4%	-5	u	2%	0%
CCOC(=O)C1(CCSC)NC(c2ccco2)C2C(=O)N(C)C(=O)C21 (stereo not drawn)	-5%	-7%	-1%	2%	19%	-3%	-1%	-4	3%	9%	-7%
Cc1ccc(N(CC(=O)N2CCOCC2)S(C)(=O)=O)cc1C	1%	-1%	1%	-13%	-16%	-1%	1%	9	u	0%	-6%
CC1CCN(c2ccc(NC(=O)c3cccnc3Cl)cc2)CC1	17%	5%	-2%	-5%	-3%	2%	0%	15	9%	3%	-1%
C#CC1(O)CC(C)N(C)C(C)C1 (stereo not drawn)	9%	16%	x	-30%	15%	5%	-8%	0	-2%	2%	-14%
CC1CC1C(=O)Nc1nc(-c2ccccn2)cs1 (stereo not drawn)	10%	-16%	8%	1%	-16%	0%	-1%	0	u	-1%	-3%
Later entries
SMILES	AT treatment	ELG1 DNA repair	TCR act	Eya2 phos inh	a7 integrin act	Mito fusion yeast	Tb PFK inh	TSHR antag	Chronic BCR inh	S-ASM inh	TSG101-PTAP inh
C/C(=N\NC(=O)COc1ccc(C#N)cc1)c1ccc(N2CCOCC2)cc1	0%	-10%	0%[46.1 µM]	12%	-9%	5%	-25%	0	-16%	1%	-4%
Nc1nc2sc3c(c2c(=O)s1)CCCC3	x	u	-2%	0%	-9%	-9%	18%	-1	u	-2%	-5%
Cc1ccc(OCCC(=O)NNC(=O)c2ccccc2F)cc1	-1%	12%	3%	4%	-19%	1%	0%	11	3%	-2%	-3%
Nc1ccccc1C(=O)N1CCc2ccccc21	-7%	u	1%	-22%	8%	0%	0%	14	u	2%	-1%
CC(C)C1C(C#N)=C(N)Oc2n[nH]c(C(C)(C)C)c21 (stereo not drawn)	5%	u	-2%	2%	-12%	3%	1%	-3	-5%	1%	2%
O=C(Nc1ccc(-c2nnc(-c3ccccc3)o2)cc1)C1CCCO1 (stereo not drawn)	x	x	7%	x	-18%[7.66 µM]	-3%	x	x	x	0%	-2%
COc1cccc(/C=N/NC(=O)c2cnccn2)c1OC	-1%	17%	4%	-2%	-11%	-2%	-4%	-4	u	1%	-3%
O=C(O)c1cc2nc(-c3cccs3)cc(C(F)(F)F)n2n1	-1%	-1%	6%	-8%	24%	6%	u	-4	2%	68%[activator]	-5%
Cc1occc1C(=O)NC(C)CCc1ccccc1 (stereo not drawn)	7%	-5%	-1%	3%	17%	6%	-1%	-2	6%	0%	1%
N#Cc1cnc(NOCc2ccc(Cl)cc2)nc1	0%	18%	7%	-22%	-9%	24%	-7%	-7	u	-2%	0%
O=C(NCCC(=O)N1CCC2(CC1)NCCc1[nH]cnc12)c1cccc(C(F)(F)F)c1	-10%	0%	-6%	2%	-1%	-9%	-7%	2	-8%	4%	-5%
CSc1nc2c(c(=O)n1-c1ccccc1)SCC2	4%	0%	-2%	9%	-9%	0%	3%	12	2%	2%	-21%
COc1cccc(/C=C2/C(=O)NN(c3ccc(F)cc3)C2=O)c1	0%	1%	1%	9%	0%	-40%[inhibitor]	21%	-3	2%	5%	0%
Cc1ccc2[nH]c(=O)c(CC=C(Cl)Cl)c(C)c2c1	-1%	0%	1%[46.1 µM]	-2%	-4%	4%	2%	-1	0%	0%	-1%
c1ccc(-c2cc(-c3ccc(N4CCOCC4)cc3)nc3ccccc23)cc1	34%	u	-3%[46.1 µM]	-13%	11%	u	-1%	9	u	66%[activator]	-2%
Cc1ccccc1-c1ccc(C=Nc2c(C)n(C)n(-c3ccccc3)c2=O)o1	-1%	-4%	-3%	-17%	3%	2%	0%	8	u	-1%	0%
COc1ccc(C(=O)NN2C(=O)C3C(c4ccccc4)C=CC(c4ccccc4)C3C2=O)cc1 (stereo not drawn)	1%	-2%	-2%[46.1 µM]	9%	-10%	27%	9%	-10	1%	-17%	0%
COC(=O)c1cc(NC(=O)CSc2nnc(CN3CCOCC3)n2C)ccc1Cl	-2%	-14%	-2%	11%	-21%	-1%	0%	0	-9%	2%	-7%
O=C(COC(=O)CC1CC2CCC1C2)Nc1ccccc1Cl (stereo not drawn)	11%	17%	-4%	-4%	18%	x	2%	x	-9%	1%	-2%
